BH1578 lux ind: inducers of Vibrio cholerae quorum light production without autoinducers, primary screen, BH1578 luxS cqsA deficient, single point | V. cholerae BH1578 lux reporter, luminescence, 6 h | activation, % at 18.7 µM | actives 0.16% (n = 350,000); in the data active = activation mostly above about 9.7%, no sharp cut-off; inconclusive = no clear call, values can overlap the other calls; inactive = mostly below about 3.7%; note: not every result past the cut was called active; inactives centre near 0; reference of the scale not given here
PfHsp40 yeast: rescue of yeast from PfHsp40 toxicity, primary screen, S. cerevisiae, ATP luminescence; growth rescue, % at 12.5 µM; S. cerevisiae expressing PfHsp40, growth rescue; AID 504582, 2011; actives 0.68% (n = 340,000); in the data active = growth rescue above about 28%, passing the limit was not always enough; inconclusive = no clear call, values can overlap the other calls;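 note: yeast W303a lacking pdr1 and pdr3 grown in galactose medium; growth measured after three days at 30 °C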
Y pestis TopoI: Yersinia pestis topoisomerase I inhibitors, primary screen, biochemical, cleavage product accumulation, plate reader, single point; AID 504884, 2011; activity, % at 10 µM; DNA topoisomerase I (Yersinia pestis CO92); Y. pestis Topo-I cleavage product accumulation; actives 0.064% (n = 360,000); in the data active = activity above about 50%, passing the limit was not always enough; inconclusive = no clear call, values can overlap the other calls; note: inactives centre near 2
TcdB GH inh: TcdB glycohydrolase inhibitors, primary screen, biochemical, single point, plate reader; TcdB glycohydrolase enzymatic assay; actives 0.24% (n = 350,000); Toxin B (Clostridioides difficile), P18177; AID 652162, 2013; inhibition, % at 9.99 µM; in the data active = inhibition above about 10%
SSB-PriA inh: inhibitors of Klebsiella pneumoniae PriA binding to SSB C-terminal tail, primary screen, biochemical, AlphaScreen; AlphaScreen SSBct-PriA binding, biotinylated peptide; inhibition, % at 33 µM; actives 0.6% (n = 430,000); PriA–SSB C-terminal tail interaction (Klebsiella pneumoniae); in the data active = inhibition mostly above about 37%, no sharp cut-off; inactive = mostly below about 20%;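 note: plate controls were negative control peptide for no effect and reference peptide for full effect; strong numbers were not always called active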
SARS 3CLpro inh: SARS-CoV 3CLpro protease inhibitors, primary screen, biochemical, quenched FRET | inhibition, % at 6 µM | AID 1706, 2009 | recombinant SARS-CoV 3CLpro, quenched FRET peptide cleavage | actives 0.14% (n = 290,000); in the data active = inhibition above about 12%
BoNT A protease: BoNT/A light chain protease inhibitors, primary screen, biochemical, flow cytometry, MLPCN library | multiplex microsphere protease substrate cleavage | inhibition, % at 10 µM | actives 0.17% (n = 360,000); note: plate controls were buffer without enzyme for full effect and enzyme alone for no effect
PrPC TRFRET: inhibitors of human cell surface prion protein PrPC, primary screen, cell-based, TR-FRET; Major prion protein (Homo sapiens), P04156; TR-FRET read-out; inhibition, % at 13.8 µM; actives 0.43% (n = 370,000); AID 720596, 2013; in the data active = inhibition above about 24%; note: 0% = median of the test wells and 100% = reference compound wells
Anthrax LF inh2: Bacillus anthracis LF protease inhibitors, primary screen, biochemical, multiplex microsphere, MLPCN library; Lethal factor (Bacillus anthracis), P15917; multiplex microsphere protease cleavage assay; inhibition, % at 10 µM; actives 0.12% (n = 360,000); AID 588501, 2011; note: plate controls were buffer without enzyme for full effect and enzyme alone for no effect
Target sequence (P15917 whole entry, looked up): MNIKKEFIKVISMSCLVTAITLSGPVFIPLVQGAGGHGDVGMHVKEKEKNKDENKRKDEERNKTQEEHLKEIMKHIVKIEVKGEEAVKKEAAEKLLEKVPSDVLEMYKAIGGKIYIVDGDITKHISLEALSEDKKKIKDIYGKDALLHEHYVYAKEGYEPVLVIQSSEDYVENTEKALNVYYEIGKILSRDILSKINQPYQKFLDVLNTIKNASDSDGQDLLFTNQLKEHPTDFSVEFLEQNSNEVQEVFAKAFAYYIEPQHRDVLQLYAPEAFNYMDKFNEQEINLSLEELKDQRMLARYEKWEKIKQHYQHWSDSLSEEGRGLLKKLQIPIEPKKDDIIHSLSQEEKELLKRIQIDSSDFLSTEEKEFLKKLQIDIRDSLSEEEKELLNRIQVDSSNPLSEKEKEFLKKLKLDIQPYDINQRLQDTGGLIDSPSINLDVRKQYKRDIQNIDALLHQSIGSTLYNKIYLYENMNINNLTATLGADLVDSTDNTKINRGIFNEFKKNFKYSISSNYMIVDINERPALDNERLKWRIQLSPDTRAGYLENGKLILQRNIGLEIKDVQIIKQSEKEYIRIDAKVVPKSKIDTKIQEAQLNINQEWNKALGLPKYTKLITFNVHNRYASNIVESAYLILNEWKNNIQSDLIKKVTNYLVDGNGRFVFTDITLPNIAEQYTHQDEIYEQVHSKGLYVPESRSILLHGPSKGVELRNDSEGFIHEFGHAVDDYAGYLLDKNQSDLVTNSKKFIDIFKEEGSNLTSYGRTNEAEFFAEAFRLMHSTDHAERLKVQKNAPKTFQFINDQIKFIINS
Starred values were filed as active, the others as inactive; i = inactive; u = inconclusive; x = not tested or not shown; & = joins results of further samples. Cut-off read from the data, not from the text of the source, unless noted: active = inhibition above about 30%; inconclusive = no clear call, values can overlap the other calls; inactive = below that.

No.	smiles	BH1578 lux ind	PfHsp40 yeast	Y pestis TopoI	TcdB GH inh	SSB-PriA inh
1	Cc1ccccc1NC(=O)Nc1ccc2c(c1)CCC2	i	-1.3	-5	1.6	-10
2	Cc1cccc(OCC(=O)Nc2ccccc2N2CCCCC2)c1C	i	-2.1	-4	-1.5	-24
3	COC(=O)c1c(-c2ccccc2OC)sc2ccccc12	i	3.7	17	1.6	-49
4	O=C(c1ccco1)N1CCCC(Nc2ccc3c(c2)OCCO3)C1 (stereo not given)	3.4	-1.2	-6	1.3	-1
5	COc1ccc(NC(=O)CSc2n[nH]c(-c3ccco3)n2)cc1	i	1.5	-7	7.3	-16
6	CC(=O)c1ccc2noc(-c3ccc(C)cc3)c2c1	0.5	-0.6	-2	0.2	3
7	CC(=O)Nc1ccc(S(=O)(=O)N2CCN(C34CC5CC(CC(C5)C3)C4)CC2)cc1	i	0.0	4	x	3
8	C[C@@H]1O[C@H](C2CC2)Cc2[nH]c(=S)[nH]c(=O)c21	x	x	x	0.2	x
9	CCS(=O)(=O)N1CCC(C(=O)NCCCN2CCCC2)CC1	-0.5	-1.2	-3	-0.4	3
10	CCCCNC(=S)N(C)/N=C/c1c(F)cccc1F	-0.1	1.0	-8	0.4	x
11	C[C@@H](NC(=O)c1cc2c([nH]c3ccccc32)c(-c2ccccc2)n1)C(=O)O	i	1.1	3	0.9	7
12	COc1ccc(C(=O)CCC(=O)Nc2cccnc2)cc1	-0.5	0.5	11	0.4	-19
13	COc1ccc(Cl)cc1C(=O)OCC(=O)Nc1cccnc1Cl	i	-0.6	6	-0.4	1
14	Fc1cccc(Nc2nc(Cl)nc(Cl)n2)c1	-3.1	-0.6	2	0.5	2
15	CC(C)COc1ccc(Br)cc1CNC(C)(C)C	-0.5	0.5	4	0.5	-23

No.	SARS 3CLpro inh	BoNT A protease	PrPC TRFRET	Anthrax LF inh2
1	4	-4.3	2	-4
2	x	0.1	-1	-4
3	x	0.3	-13	2
4	3	-2.8	-2	1
5	2	-1.9	12	-4
6	-1	1.0	-5	-2
7	-4	0.6	-1	-2
8	x	0.1	2	7
9	6	-0.9	1	-2
10	0	-0.5	-3	-2
11	3	-0.6	-1	-8
12	1	-0.5	-1	-1
13	x	-0.8	-5	-2
14	4	-1.0	4	0
15	-6	-1.1	-7	-3

The closing two entries of the part above come first, to join the parts:
No.	smiles	BH1578 lux ind	PfHsp40 yeast	Y pestis TopoI	TcdB GH inh	SSB-PriA inh
14	Fc1cccc(Nc2nc(Cl)nc(Cl)n2)c1	-3.1	-0.6	2	0.5	2
15	CC(C)COc1ccc(Br)cc1CNC(C)(C)C	-0.5	0.5	4	0.5	-23
16	CCc1c(C)nc2c(-c3ccccc3)c(C)[nH]n2c1=O	-1.0	-0.7	-1	-0.1	-4
17	CN(CC(=O)Nc1ccc(Cl)cc1)C(=O)CCc1nc2sc3c(c2c(=O)[nH]1)CCCC3	i	-1.8	16	0.8	9
18	CC1CCC(NC(=O)C(NC(=O)c2ccccc2)C(C)C)CC1 (stereo not given)	1.5	-0.2	-5	0.6	-6
19	CCOc1ccc(NC(=O)NNC(=O)COc2ccc3ccccc3c2)cc1	0.7	1.2	8	-0.5	6
20	COC(=O)[C@]1(Cc2ccccc2)N[C@H](CN(C)S(=O)(=O)c2ccc(C(C)(C)C)cc2)[C@@H]2C(=O)N(C)C(=O)[C@@H]21	-6.2	1.6	28	0.6	7
21	CCOc1cccc2sc(=NC(=O)CCS(=O)(=O)c3ccccc3)n(CC)c12	i	1.7	5	1.5	-15&-10
22	Cc1ccc(S(=O)(=O)N2CCCN(C(=O)c3ccc(-n4cccn4)cc3)CC2)cc1	-0.9	0.4	21	1.2	4
23	COCc1cc(C)nc2sc(C(=O)N3CCN(c4ccccc4)CC3)c(N)c12	x	0.3	20	1.2	-8
24	CCOC(=O)Nc1ccc2c(COC(=O)CN(C)S(=O)(=O)c3ccc(C)cc3)cc(=O)oc2c1	0.5	-1.5	13	-0.1	3
25	CN(C)/C=N/c1ncn(-c2ncc(C(F)(F)F)cc2Cl)n1	i	-0.3	2	-0.6	x
26	CCN(CC)CC(C)OC(=O)COc1ccc(OC)cc1 (stereo not given)	-0.3	-0.4	6	x	-14
27	Cn1c(-c2cccc(Br)c2)cnc1NCc1ccccc1O	-0.2	-0.6	-2	0.4	33
28	Cc1ccc(C(=O)O/N=C\c2ccc(N3CCCCC3)c([N+](=O)[O-])c2)cc1	i	-1.3	25	x	x
29	O=C(c1ccco1)N1CCN(C(c2cccs2)c2sc3ncnn3c2O)CC1 (stereo not given)	-0.8	-0.6	3	6.6	3&-4
30	O=C1CC(N2CCSCC2)C(=O)N1c1ccc(F)cc1 (stereo not given)	-0.5	-0.1	2	0.3	1

No.	SARS 3CLpro inh	BoNT A protease	PrPC TRFRET	Anthrax LF inh2
14	4	-1.0	4	0
15	-6	-1.1	-7	-3
16	6	-0.7	9	-9
17	x	x	-4	x
18	-1	-0.3	1	-1
19	2	0.1	-3	-4
20	x	-0.1	-4	-4
21	4	-1.8	-7	2
22	x	0.0	-6	-2
23	1	-0.8	-1	0
24	x	1.7	-2	1
25	0	-0.9	7	-2
26	0	-0.9	-2	-6
27	8	-0.9	1	-1
28	-4	-0.3	-3	-7
29	-2	0.1	-10	4
30	-2	-0.9	-1	2

(cont.)
No.	smiles	BH1578 lux ind	PfHsp40 yeast	Y pestis TopoI	TcdB GH inh	SSB-PriA inh
31	CC1Cc2ccccc2N1C(=O)CN1CCN(Cc2ccccc2)CC1 (stereo not given)	0.1	-0.2	-3	-13	-3
32	O=C(c1ccc(N2C(=O)C3C4CC(C(Br)C4Br)C3C2=O)cc1)N1CCCCC1 (stereo not given)	i	0.9	30	2.0	-12
33	FC(F)(F)c1cccc(N2CCC(N=CN3CCCCCC3)=N2)c1	-0.7	-1.8	7	-26	54
34	COc1ccc(CCNC(=O)CSc2nnnn2Cc2ccc3c(c2)OCO3)cc1OC	x	-1.0	7	x	-2
35	CC(Nc1nc(N2CCN(CCO)CC2)nc2ccccc12)c1ccccc1 (stereo not given)	-0.4	-0.1	8	0.1	-2
36	CC(=O)Nc1ccc(N/C(C)=C/C(=O)c2cccnc2)cc1	-0.2	-0.6	1	0.3	x
37	CCCOc1ccc(OCCN2CCCC(C)C2)cc1 (stereo not given)	-0.3	-0.6	0	x	-1
38	Cc1ccc(-n2nnnc2SC(C)C(N)=O)c(C)c1 (stereo not given)	17*	-0.4	1	x	-5
39	C[C@]1(O)CCC2C3CC[C@@H]4CC(=O)CC[C@]4(C)C3CC[C@@]21C (stereo not given in full)	-1.9	0.7	8	1.7	-12
40	O=C(COc1ccc(/C=N/NS(=O)(=O)c2ccccc2)cc1)NCCc1ccccc1	i	0.3	-1	x	x
41	COc1cc(N)c2ncccc2c1OC	0.8	-1.2	-4	0.7	1
42	Cc1ccc(C(=O)NCCN2CCNC2=O)cc1	-0.4	-0.1	0	4.0	4
43	CC(OC(=O)Cn1cnc2c1c(=O)n(C)c(=O)n2C)C(=O)NC1(C#N)CCCCC1 (stereo not given)	-0.7	-0.1	-8	0.9	-5
44	O=C(Oc1c(CN2CCOCC2)cc(Cl)c2cccnc12)c1ccccc1F	-0.9	-2.1	17	-2.2	58*
45	O=C(CNC(=O)c1cccs1)NCC(=O)OCc1ccc(Cl)cc1Cl	-7.1	1.1	4	-0.1	1

No.	SARS 3CLpro inh	BoNT A protease	PrPC TRFRET	Anthrax LF inh2
31	-2	-3.4	1	0
32	3	-1.3	-1	-1
33	3	-0.7	-2	-3
34	4	0.6	10	-5
35	-1	0.3	0	4
36	-4	0.0	-8	0
37	-1	1.5	9	-1
38	-1	0.9	4	0
39	x	-0.9	1	-3
40	4	0.3	-1	-3
41	x	0.1	-9	0
42	-3	-7.2	2	u
43	x	1.6	2	4
44	-2	-1.4	-8	4
45	8	0.7	-1	-3

(cont.)
No.	smiles	BH1578 lux ind	PfHsp40 yeast	Y pestis TopoI	TcdB GH inh	SSB-PriA inh
46	C=Cn1cc[n+](CC(=O)c2ccc(Br)s2)c1	i	0.9	-2	0.3	-15
47	N#CCCn1cc(/C=N/NC(N)=S)c(-c2ccccc2)n1	1.4	0.4	4	4.5	x
48	CCN(CC)c1ccc(/C=N/NC(=O)c2ccco2)cc1	-0.6	-1.0	-7	x	x
49	COc1cc2c(cc1NC(=O)/C=C/c1ccccc1)oc1ccccc12	-1.5	0.1	-11	-0.7	-24
50	CN1CCCc2cc3c(C(F)(F)F)cc(=O)oc3nc21	-0.3	-0.4	0	x	3
51	CC(=O)Nc1ccc(Nc2cc(C(C)C)nc3c(-c4ccccc4)c(C)nn23)cc1	-2.5	97*	25	1.2	-11
52	CCCOc1ccc(/C(O)=C2/C(=O)C(=O)N(CCN(C)C)C2c2ccc(O)c(OC)c2)cc1 (stereo not given)	-0.8	-0.7	-6	x	x
53	COc1ccc(CN2C(=O)c3ccccc3C2C(=O)NC2CCCC2)c(OC)c1 (stereo not given)	-1.4	-0.6	7	x	6
54	COc1cc(NC2c3ncccc3C(=O)N2Cc2ccco2)cc(OC)c1 (stereo not given)	i	-0.2	-3	-1.5	-4
55	Cc1ccc(NC(=O)Nc2cccnc2)cc1	-0.8	0.1	-4	1.3	-13
56	COc1cc(-n2c(N)c(C(=O)NCc3ccco3)c3nc4ccccc4nc32)cc(OC)c1OC	-0.2	0.1	32	0.1	-23
57	Oc1c(/C=C/C=C/C=Nc2ccccc2)sc(=S)n1Cc1ccccc1	-0.4	x	-18	0.4	x
58	CN1CCCN(c2ncnc3scc(-c4ccc(F)cc4)c23)CC1	x	-0.4	-5	1.9	4

No.	SARS 3CLpro inh	BoNT A protease	PrPC TRFRET	Anthrax LF inh2
46	-1	-4.5	-8	3
47	-1	0.2	1	-4
48	-3	0.3	4	0
49	3	-0.5	-4	1
50	0	1.3	-5	1
51	0	-0.7	3	-6
52	-1	-0.1	x	2
53	-1	7.9	4	-25
54	3	-0.1	9	-9
55	2	-0.7	-4	-14
56	3	2.5	-10	-1
57	3	x	-5	x
58	-1	-0.5	-1	-1

Results in PfHsp40 yeast and SSB-PriA inh (seven entries from above):
item	SMILES	PfHsp40 yeast	SSB-PriA inh
49	COc1cc2c(cc1NC(=O)/C=C/c1ccccc1)oc1ccccc12	0.1	-24
50	CN1CCCc2cc3c(C(F)(F)F)cc(=O)oc3nc21	-0.4	3
51	CC(=O)Nc1ccc(Nc2cc(C(C)C)nc3c(-c4ccccc4)c(C)nn23)cc1	97*	-11
52	CCCOc1ccc(/C(O)=C2/C(=O)C(=O)N(CCN(C)C)C2c2ccc(O)c(OC)c2)cc1 (stereo not given)	-0.7	x
53	COc1ccc(CN2C(=O)c3ccccc3C2C(=O)NC2CCCC2)c(OC)c1 (stereo not given)	-0.6	6
54	COc1cc(NC2c3ncccc3C(=O)N2Cc2ccco2)cc(OC)c1 (stereo not given)	-0.2	-4
55	Cc1ccc(NC(=O)Nc2cccnc2)cc1	0.1	-13

Not all compounds are listed; rates above refer to the full screens.
